Source: PubChem (Johns Hopkins Ion Channel Center)
KCNK9 inh: inhibitors of human KCNK9 two-pore domain potassium channel; Q9NPC2; HEK293 KCNK9, FluxOR thallium flux fluorescence; active compounds read low; B-score at 10 µM; 1.2% of 310,000 active;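 active = ratio B-score over 3 SD below the library mean, with starting fluorescence within 5 SD of its mean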;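 also: negative B-score means less thallium flux so channel inhibition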
Target sequence (Q9NPC2 whole entry, looked up, the tested form may be a part): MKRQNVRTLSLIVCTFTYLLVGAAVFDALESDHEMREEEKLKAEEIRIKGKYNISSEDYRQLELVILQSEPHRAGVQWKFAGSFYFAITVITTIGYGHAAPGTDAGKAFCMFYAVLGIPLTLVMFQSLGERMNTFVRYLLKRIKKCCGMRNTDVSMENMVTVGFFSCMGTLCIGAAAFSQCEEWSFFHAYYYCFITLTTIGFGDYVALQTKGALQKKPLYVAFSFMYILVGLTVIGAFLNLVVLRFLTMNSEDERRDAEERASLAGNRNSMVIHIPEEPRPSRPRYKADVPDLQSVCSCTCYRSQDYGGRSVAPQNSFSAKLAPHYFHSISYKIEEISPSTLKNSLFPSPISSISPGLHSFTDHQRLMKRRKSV
MrgX1 agonist: activates human MrgX1 receptor signaling | 0.44% of 310,000 active | AID 588627 | Q96LB2 | B-score at 10 µM | MrgX1-HEK293 cells, Fluo-4 calcium fluorescence, agonist mode; active compounds read high;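 active = calcium response B-score plate-corrected fluorescence ratio at least 3 library SD, with starting fluorescence B-score inside 5 SD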
Target sequence (Q96LB2 whole entry, looked up): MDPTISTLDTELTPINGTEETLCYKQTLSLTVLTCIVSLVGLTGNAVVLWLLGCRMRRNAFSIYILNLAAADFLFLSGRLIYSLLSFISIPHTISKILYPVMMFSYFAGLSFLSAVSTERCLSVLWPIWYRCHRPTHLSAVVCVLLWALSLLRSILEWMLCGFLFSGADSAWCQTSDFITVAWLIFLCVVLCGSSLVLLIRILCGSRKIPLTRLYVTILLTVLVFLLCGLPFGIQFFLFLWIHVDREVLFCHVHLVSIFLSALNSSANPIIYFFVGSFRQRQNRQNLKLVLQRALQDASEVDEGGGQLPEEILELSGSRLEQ
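System – MrgX1-expressing HEK293 cells · Incubation – cells plated overnight, dye loaded 0.5 h 37 °C, 0.5 h room temperature · Technique – kinetic Fluo-4 NW fluorescence of intracellular calcium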
ANO1 activ: activates or potentiates the mouse TMEM16A chloride channel. Q8BHY3. HEK293 TMEM16A/YFP-H148Q/I152L, iodide quench fluorescence; active compounds read low. B-score at 10 µM. 0.3% of 340,000 active. AID 623877;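 active = fluorescence-ratio B-score plate-corrected deviation score at least 3 library SD below zero, with starting fluorescence score within 5 deviations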;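 also: channel opened by trigger with iodide after compound preincubation; score built on the fluorescence ratio of max minus min over baseline; more negative score means more quench and so TMEM16A activation or potentiation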
RGS4 block: human RGS4 inhibition; P49798; HEK293 M3R/RGS4 inducible, Fluo-4 calcium flux; active compounds read high; triggered by carbachol at its EC20; B-score at 10 µM; 0.45% of 310,000 active;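 active = B-score, a plate-corrected calcium signal, over three deviations above library mean, with baseline fluorescence within five deviations of library mean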;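 also: RGS4 expression induced by doxycycline in cells with stable M3 receptor; B-score is computed from the integrated fluorescence ratio over baseline after carbachol; higher B-score means a larger calcium signal and so more RGS4 inhibition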
KCNK3 inh: human KCNK3 channel inhibition, primary screen; B-score at 10 µM; CHO-KCNK3 thallium flux, FluxOR fluorescence; active compounds read low; O14649; AID 602410; 0.84% of 340,000 active;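 active = B-score under library mean minus 4 SD, starting fluorescence ratio at most library mean plus 5 SD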;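 also: more negative B-score means stronger inhibition of thallium flux through KCNK3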
Target sequence (O14649 whole entry, looked up): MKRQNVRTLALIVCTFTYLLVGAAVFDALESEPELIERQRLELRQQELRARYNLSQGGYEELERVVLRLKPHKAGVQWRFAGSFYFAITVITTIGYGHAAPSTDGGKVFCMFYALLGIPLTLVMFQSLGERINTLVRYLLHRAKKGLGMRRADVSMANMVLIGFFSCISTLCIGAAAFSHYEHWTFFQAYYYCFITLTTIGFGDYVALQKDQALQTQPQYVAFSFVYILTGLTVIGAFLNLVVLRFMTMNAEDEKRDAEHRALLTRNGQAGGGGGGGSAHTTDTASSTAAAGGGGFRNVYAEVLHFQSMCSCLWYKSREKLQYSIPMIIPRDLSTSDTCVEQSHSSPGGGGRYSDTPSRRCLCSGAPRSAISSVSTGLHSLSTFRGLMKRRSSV
ANO1 block: inhibitors of mouse TMEM16A calcium-activated chloride channel | HEK293 TMEM16A/YFP iodide influx fluorescence, ionomycin | normalized B-score (activity score, 25-100; higher = stronger inhibition) at 10 µM | AID 588511 | 1.2% of 310,000 active | Q8BHY3;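 active = ratio plate-corrected score three or more library SD toward inhibition, starting fluorescence score within five deviations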;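 also: score derived from kinetic fluorescence span divided by baseline fluorescence per well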
RGS4 pot: potentiators or activators of RGS4 | HEK293 M3R/inducible RGS4, carbachol calcium flux Fluo4; active compounds read low | B-score at 10 µM | 0.92% of 310,000 active;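 active = B-score of the integrated calcium signal more than 4 SD below the library mean, with starting fluorescence not abnormally high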;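 also: negative B-score means reduced calcium response which marks RGS4 activation or potentiation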
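Assay system: Inducible-RGS4 HEK293 cells carrying M3 receptor | Schedule: Compound preincubation 20 min at room temperature before agonist | Signal: Kinetic calcium fluorescence imaging with Fluo4-AM dye, 2 µM | Read-out basis: B score from integrated fluorescence ratio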
MrgX1 allo act: human MrgX1 positive allosteric modulation, primary screen; Q96LB2; MrgX1-HEK293, Fluo-4 calcium flux, FDSS; active compounds read high; B-score at 10 µM; 0.63% of 310,000 active;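 active = plate-corrected calcium response at least 3 library SD above typical, normal starting fluorescence, not activating the receptor alone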;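 also: compound read alongside a low EC10 to EC30 dose of BAM8-22 agonist; peak minus trough fluorescence over baseline measured at the second addition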
KCNQ1 inh: inhibitors of human KCNQ1 potassium channel. B-score at 10 µM. CHO-K1 KCNQ1, FluxOR thallium flux fluorescence; active compounds read high. P51787. 1.3% of 310,000 active;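 active = compounds whose thallium flux B-score, printed positive for inhibition, exceeds three library SD while starting fluorescence stays within three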;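 also: channel opened by potassium depolarization with thallium stimulus after 20 min compound exposure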
hERG rescue: compounds protecting human hERG from proarrhythmic drug block; activation (rescue from dofetilide block), less the hit threshold, % at 10 µM; 0.51% of 310,000 active; CHO-hERG, FluxOR thallium flux, dofetilide IC70 present;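 active = activation above the mean of controls blocked by dofetilide plus 5 SD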;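 also: thallium influx through hERG after potassium depolarization seen as dye fluorescence rise; in these data hits start at about 4.7%; inactives centre near -7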
KCNQ1 act: potentiators or activators of human KCNQ1 potassium channel; CHO-K1 KCNQ1, thallium flux FluxOR fluorescence; active compounds read high; B-score at 10 µM; 0.35% of 310,000 active;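 active = fluorescence ratio B-score, a plate-corrected score, at least three library SD, with initial intensity B-score within 5 SD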
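System: CHO-K1 cells stably expressing KCNQ1 / Medium: assay buffer for compound exposure, DMSO matched across wells / Reagent: thallium- and potassium-containing depolarizing buffer / Compound: one concentration, matched DMSO / Incubation: 20 min compound pretreatment at room temperature / Measured by: kinetic FluxOR fluorescence, 10 s baseline plus 110 s post-stimulus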
* marks the source's active call; other numbers are inactive results; i = inactive; nt = no result given. Compounds as they come, and some 6.3% of all compounds hit somewhere here.

SMILES	KCNK9 inh	MrgX1 agonist	ANO1 activ	RGS4 block	KCNK3 inh	ANO1 block	RGS4 pot	MrgX1 allo act	KCNQ1 inh	hERG rescue	KCNQ1 act
Cc1c(Cl)cccc1NC(=S)NCc1ccc(F)cc1	i	i	i	i	i	i	i	i	i	-8	i
CC1(C(=O)OCC(=O)Nc2ccc3ccccc3c2)CC1(Cl)Cl (stereo not drawn)	i	i	i	i	i	25*	i	i	i	-15	i
Cc1nn(-c2ccccc2)c(Cl)c1/C=N/Nc1ccc(Cl)c(C(=O)O)c1	i	i	i	i	i	i	i	i	i	-7	i
Cn1ncc(C#N)c1/N=C/N1CCCCCC1	i	i	i	i	i	i	i	i	i	-12	i
Cc1csc(NC(=O)Cc2coc3cc(C)c(C(C)C)cc23)n1	i	i	i	i	i	i	i	i	i	-9	i
O=c1c2ccccc2ncn1-c1ccc(Cl)cc1[N+](=O)[O-]	i	i	i	i	i	i	i	i	i	-13	i
Fc1ccc(-c2cc(-c3nnc4n3CCCCC4)c3ccccc3n2)cc1	i	i	i	i	i	i	i	i	i	-3	i
CN(Cc1ccccc1)S(=O)(=O)c1ccc(NS(C)(=O)=O)cc1	i	i	i	i	i	i	i	i	i	0	i
CN(C)Cc1cc2ccccc2c2c1COC2	i	i	i	i	i	i	i	i	i	-10	i
O=c1[nH]c(C2CCCN(S(=O)(=O)c3ccccc3)C2)nc2c1nnn2Cc1ccccc1 (stereo not drawn)	i	i	i	i	i	i	i	i	i	-8	i
O=C(NCC1CCCN(C(=O)c2cccc(C(F)(F)F)c2)C1)c1ccc(F)cc1 (stereo not drawn)	i	i	i	i	i	i	i	i	i	-2	i
CCOc1cccc(-c2cc(C(=O)Nc3ccon3)c3ccccc3n2)c1	i	i	i	i	i	i	i	i	i	-11	i
Cc1ccc(CNS(=O)(=O)c2ccc(CN3C(=O)c4cccnc4C3=O)s2)o1	i	i	i	i	i	i	i	i	i	-5	i
NC(=O)C1=C[C@@H](c2ccc3c(c2)OCO3)C[C@@H](OCCCCO)O1	i	i	i	i	i	i	i	i	i	-10	i
O=C(Nc1ccc2c(c1)OCO2)C1CC(c2ccccc2O)=NO1 (stereo not drawn)	i	i	i	i	i	i	i	i	i	-3	i
COc1ccc(C(=O)NCc2ccncc2)cc1OC	i	i	i	i	i	i	i	i	i	-5	i
CCc1ccc(-c2cn(-c3nc(C)cc(C)n3)c(=N)o2)cc1	i	i	i	i	i	i	i	i	i	-11	i
COc1ccc(O)c(C(=O)CC(=O)c2ccccc2C)c1	i	i	i	i	i	i	i	i	i	-1	i
CC(=O)Nc1ccc(S(=O)(=O)NC(C(=O)O)C2=CCC=CC2)cc1 (stereo not drawn)	i	i	i	i	i	i	i	i	i	-2	i
OC1(c2ccc(Cl)c(Cl)c2)C[n+]2ccccc2N1Cc1ccccc1 (stereo not drawn)	i	i	i	i	i	i	i	i	i	-5	i
O=S(=O)(Nc1cccc(-n2cnnn2)c1)c1ccccc1	i	i	i	i	i	i	i	i	i	-10	i
CC[C@H](C)[C@H](NC(=O)OCc1ccccc1)C(=O)Nc1ccc(NC(C)=O)cc1	i	i	i	i	i	i	i	i	i	-2	i
O=C(C1CC(c2ccc(F)cc2)=NO1)N1CCCCC1 (stereo not drawn)	i	i	i	i	i	i	i	i	i	-6	i
COC(=O)CN(c1ccc(OCc2ccccc2)cc1)S(C)(=O)=O	i	i	i	i	i	i	i	i	i	-2	i
O=C(Nc1ccccc1F)c1cc(S(=O)(=O)N2CCOCC2)cs1	i	i	i	i	i	i	i	i	i	-3	i
CCOC(=O)COc1ccc(S(=O)(=O)N2CCN(c3ccc(F)cc3)CC2)cc1	i	i	i	i	i	i	i	i	i	-4	i
Cn1nc(-c2ccc(C(=O)NC3CCCCC3)cc2)c2ccccc2c1=O	i	i	i	i	i	i	i	9.5*	i	-13	i
CC1=NN(c2ccccc2)C(=O)C1/C=C1\NC(=S)NC1=O (stereo not drawn)	i	i	i	i	i	i	i	i	i	-10	i
O=C(O)c1cccc(Cn2c(Cl)c(/C=N/NC(=O)c3cc4ccccc4cc3O)sc2=O)c1	i	i	i	i	i	i	i	i	i	-15	i
CCOc1ccc(C(=O)NCc2ccccc2)cc1Br	i	i	i	i	i	i	i	i	i	-10	i
CCC(C(=O)OCC(=O)Nc1cc(Cl)cc(Cl)c1)c1ccccc1 (stereo not drawn)	i	i	i	i	i	100*	-8.4*	i	11*	-3	i
C=CCN(c1ccccc1)S(=O)(=O)c1cc(C(=O)NC2=NCCS2)ccc1Cl	i	i	i	i	i	i	i	i	i	-8	i
COc1ccc(N(C(C)C(=O)NC2CCCCCC2)S(C)(=O)=O)cc1 (stereo not drawn)	i	i	i	i	i	i	i	i	i	-13	i
Clc1ccc(-c2n[nH]c3c2Cc2ccccc2-3)cc1Cl	i	i	nt	i	nt	i	i	i	i	-8	i
Cc1nc(-c2ccc(S(=O)(=O)Nc3ccc(Br)cc3F)cc2)co1	i	i	i	i	i	i	i	i	i	-7	i
Cc1nc2ccccc2c(=O)n1/N=C/c1c(O)ccc2oc3c(c12)CCCC3	i	i	i	i	i	i	i	i	i	-14	i
CCCCS(=O)(=O)/C=C\C1C2C=CC(C2)C1S(=O)(=O)CCCC (stereo not drawn)	i	i	i	i	i	i	i	i	i	-9	i
COC(=O)c1cnc(N2CCCN(S(=O)(=O)c3ccc(C(F)(F)F)cc3)CC2)nc1C(F)(F)F	i	i	i	i	i	i	i	i	i	-5	i
CCN(CCNC(=O)C1CCN(Cc2nc(-c3ccc(Cl)cc3)oc2C)CC1)c1ccccc1	i	i	i	i	i	100*	i	i	i	-31	i
CC1CCN(CC(C)OC(=O)c2ccco2)CC1 (stereo not drawn)	i	i	i	i	i	i	i	i	i	-4	i
CSC(=S)N/N=C/c1ccc(N(C)C)cc1	i	i	i	i	i	i	i	i	i	-11	9*
CCOC(=O)c1ccccc1NC(=O)COC(=O)c1c(CC)noc1C	i	i	i	i	i	i	i	i	i	-5	i
CC1(c2ccc3ccccc3c2)NC(=O)N(CC(=O)NCc2cccs2)C1=O (stereo not drawn)	i	i	i	i	i	i	i	i	i	-2	i
O=C(NCC1CCCO1)C(=O)c1c[nH]c2ccccc12 (stereo not drawn)	i	i	i	i	i	i	i	i	i	-6	i
S=C(Nc1ccc(Cl)cc1)c1sc(N2CCCCC2)nc1N1CCOCC1	i	i	i	i	i	i	i	i	i	-6	i
O=C(O)Cn1cnc2sc3c(c2c1=O)CCCC3	i	i	i	i	i	i	i	i	i	-3	i
CCOc1ccccc1N1CCN(C(=O)c2ccc3[nH]c4c(c3c2)CCCC4)CC1	i	i	i	i	i	i	i	i	i	-8	i
Cc1ccc2sc(N3CCN(CCNC(=O)c4ccco4)CC3)nc2c1C	i	i	i	i	i	i	i	i	i	-10	i
Cc1cc(NC(=O)c2ccc(C#N)cc2)on1	i	i	i	i	i	i	i	i	i	-9	i
Cc1cc(C)c2[nH]c(O)c(N=NC(=S)NCC3CCCO3)c2c1 (stereo not drawn)	i	i	i	i	i	i	i	i	i	-7	i

Carrying on:
SMILES	KCNK9 inh	MrgX1 agonist	ANO1 activ	RGS4 block	KCNK3 inh	ANO1 block	RGS4 pot	MrgX1 allo act	KCNQ1 inh	hERG rescue	KCNQ1 act
CCOC(=O)CNc1nc(Cl)nc(Nc2ccccc2)n1	i	i	i	i	i	i	i	i	i	-2	i
Cc1ccc(S(=O)(=O)N(C)CCCC(=O)n2nc(C)cc2C)cc1	i	i	i	i	i	i	i	i	i	-3	i
O=C(CNC(=S)N(CCCN1CCOCC1)Cc1cccs1)NCc1ccccc1Cl	i	i	i	i	i	i	i	i	i	-6	i
Cc1nccn1CC(O)COc1ccc([N+](=O)[O-])cc1 (stereo not drawn)	i	i	i	i	i	i	i	i	i	-6	i
O=C(O)c1ccc(NC(=O)c2cc3ccccc3o2)cc1	i	i	i	i	i	i	i	i	i	-12	i
Cc1ccc(-n2ncc3c(SCc4cccnc4)ncnc32)c(C)c1	i	nt	i	i	i	nt	i	nt	i	-14	i
CCn1c(CNC(=O)c2ccc3c(c2)OCO3)nnc1SCC(=O)Nc1cc(C)ccc1OC	i	i	i	i	i	i	i	i	8*	-16	i
C=CCNC(=S)NNC(=O)c1ccc(OCCCC)cc1	i	i	i	i	i	i	i	i	i	-3	i
Cn1nc([N+](=O)[O-])nc1N1CCOCC1	i	i	i	i	i	i	i	i	i	-3	i
COc1cccc(NC(=O)c2ccc[n+](C)c2)c1	i	i	i	i	i	i	i	i	i	-7	i
COC(=O)c1cc(NC(=O)CN(c2ccccc2OC)S(=O)(=O)c2ccccc2)ccc1Cl	-15*	i	i	i	i	i	i	i	i	-7	i
CCOCCn1c(=NC(=O)c2cc3ccccc3oc2=O)sc2cc(S(N)(=O)=O)ccc21	i	i	i	i	i	i	i	i	i	-10	i
COCCNC(=S)Nc1ccc2nc(N3CCN(C)CC3)cc(C)c2c1	i	i	nt	i	i	i	i	i	i	-8	i
COc1ccc(-c2nc3ccccc3n2Cc2ccccc2)cc1	i	i	i	i	i	i	i	i	i	-9	i
COc1ccc(/C=C(\C#N)C(=O)Nc2cc(S(=O)(=O)N3CCOCC3)ccc2N2CCCC2)cc1	i	i	i	i	i	i	i	i	i	-14	i
CCN(C(=O)CN1c2ccccc2CC1C)c1c(N)n(Cc2ccccc2)c(=O)[nH]c1=O (stereo not drawn)	i	i	i	i	i	i	i	i	i	-7	i
O=C(NC(=O)N1CCN(c2cccc(Cl)c2)CC1)c1ccccc1	i	i	i	i	i	i	i	i	i	-12	i
COc1ccc(CNC(=O)c2nn(-c3ccccc3)cc2OC)cc1	i	i	i	i	i	i	i	i	i	-8	i
CC(C)CCNC(=O)NC(=O)CSc1nnc2ccccn12	i	i	i	i	i	i	i	i	i	0	i
Oc1cccc(/C=N/N(Cc2ccccc2)c2ccccc2)c1	-7.2*	i	i	i	i	i	i	i	6*	-15	i
